Source: PubChem BioAssay (several laboratories)
M1AAP inhibition = P. falciparum M1AAP inhibitors, biochemical, fluorogenic H-Leu-NHMec substrate, 1536-well (AID 1445); Aminopeptidase N (Plasmodium falciparum (isolate 3D7)); 220,000 compounds, 0.42% hits; one-dose inhibition, % at 30 µM; IC50 in µM for titrated hits; recombinant M1AAP, H-Leu-NHMec fluorogenic kinetic assay; higher % means a stronger effect;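 active means primary inhibition above the hit cutoff, then over 50% inhibition at one or more dose response concentrations, cut at about 23% in these data, passing the limit was not always enough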;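 further: plate controls were DMSO full reaction for no effect and no enzyme background for full effect; strong numbers were not always called active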
CSM14.1 death rescue = rescue of cells from ER stress-induced death, primary screen, 384-well, CSM14.1, thapsigargin, ATP luminescence (AID 1222); CSM14.1 thapsigargin-induced death rescue, ATP luminescence; higher % means a stronger effect; cellular ATP content (survival), % at 20 µM, or EC50 in µM where a hit was titrated; 190,000 tested, under 10 active;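 active means EC50 below 50 µM in the dose-response confirmation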;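 further: death triggered by thapsigargin at about 15 µM added after 2 h compound pretreatment; cell ATP read after overnight thapsigargin exposure of roughly 18 to 22 hours; normalized against plate controls of thapsigargin alone and 5% DMSO vehicle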
PhoP inhibition = inhibitors of PhoP regulon expression, primary screen, Salmonella Typhimurium, GFP reporter (AID 1863); S. Typhimurium PhoP-regulated promoter GFP reporter, 4 h; higher % means a stronger effect; one-dose inhibition, % at 50 µM; IC50 in µM for titrated hits; 300,000 compounds, 0.16% hits;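 active means inhibition over 29.93%, a cutoff 3 SD above the screen mean, later confirmed by dose response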;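 further: 0% = low Mg2+ inducing control and 100% = high Mg2+ repressing control; strong numbers were not always called active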
Yfh1-off respiration = enhancers of respiration in Yfh1-depleted yeast, dose response, Friedreich's ataxia, plus single-dose screen (AID 1465). S. cerevisiae Yfh1-off respiration, WST-1 reduction, 72 h; higher fold induction means a stronger effect. one-dose fold induction at 50 µM; EC50 in µM for titrated hits. 220,000 compounds, 0.074% hits;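 active means fold induction of absorbance versus untreated yeast above a set limit, then at least 30% activation at any dose in follow-up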;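 further: activators that raise dye reduction in frataxin-depleted yeast; strong numbers were not always called active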
West Nile antiviral = West Nile virus antiviral activity, cell-based, CPE readout (AID 1621); West Nile virus-infected cells, CPE inhibition; higher % means a stronger effect; CPE inhibition, % at 10 µM, or IC50 in µM where a hit was titrated; 290,000 compounds, 0.02% hits; in the data active means a potency from the dose series; further: strong numbers were not always called active
SIAH1 antagonists = Siah-1 peptide-binding antagonists, primary screen, biochemical, fluorescence polarization, rhodamine-plectin, uHTS (AID 1817). Siah-1 / rhodamine-plectin peptide fluorescence polarization; higher % means a stronger effect. one-dose displacement, % at 20 µM; IC50 in µM for titrated hits. 290,000 compounds, 0.02% hits;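 active means displacement of at least 50% at 20 µM, with a fluorescence ratio check between 0.3 and a set limit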;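 further: plate controls were Siah plus tracer with DMSO for no effect and tracer alone without Siah for full effect; strong numbers were not always called active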
human PMI inhibitors = human PMI inhibitors, high substrate, primary screen, biochemical, fluorescence intensity, high mannose 6-phosphate (AID 1220); Mannose-6-phosphate isomerase (Homo sapiens); recombinant PMI enzyme, coupled fluorescence intensity; higher % means a stronger effect; inhibition, % at 20 µM; hits with a dose series show IC50 in µM; 190,000 compounds, 0.66% hits; in the data active means inhibition above about 50%
M17LAP inhibition = P. falciparum M17LAP inhibitors, primary screen, biochemical, fluorogenic H-Leu-NHMec substrate, 1536-well (AID 1619). Leucine aminopeptidase (Plasmodium falciparum (isolate 3D7)). recombinant M17LAP, H-Leu-NHMec fluorogenic kinetic assay; higher % means a stronger effect. inhibition, % at 30 µM; hits with a dose series show IC50 in µM. 220,000 compounds, 0.38% hits;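 active means compound inhibiting the enzyme by more than half at any dose during confirmatory dose-response retesting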;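 further: plate controls were full reaction with DMSO carrier for no effect and no enzyme background for full effect; strong numbers were not always called active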
XIAP antagonists = XIAP antagonists, biochemical, IAP family, fluorescence polarization (AID 1018) | XIAP BIR domain, fluorescence polarization peptide displacement; higher % means a stronger effect | displacement, % at 20 µM; hits with a dose series show IC50 in µM | 200,000 compounds, 0.007% hits | E3 ubiquitin-protein ligase XIAP (Homo sapiens); in the data active means displacement above about 50%; further: a part of the inactive calls stands beside numbers as strong as those of hits
* = called active by the depositor.

For COc1ccc(OCCCN2CCCC(C)C2)cc1 (stereo unspecified) the results were M1AAP inhibition -2%, CSM14.1 death rescue -1.2%, PhoP inhibition 8%, Yfh1-off respiration inactive, West Nile antiviral -0.4%, SIAH1 antagonists 7%, human PMI inhibitors 0%, M17LAP inhibition 6% and XIAP antagonists -2.8%.
Cc1ccc(-c2noc(CN(C(=O)Cc3ccccc3)C(C)C)n2)cc1 was read as M1AAP inhibition 1%, CSM14.1 death rescue 0.9%, PhoP inhibition -3%, Yfh1-off respiration inactive, West Nile antiviral -0.5%, SIAH1 antagonists 1%, human PMI inhibitors 3%, M17LAP inhibition 5% and XIAP antagonists -2.8%.
`Cc1cc(C(=O)CSc2nnc(N)s2)c(C)n1Cc1ccco1` gave M1AAP inhibition 5%, CSM14.1 death rescue -2.4%, PhoP inhibition 13%, Yfh1-off respiration inactive, West Nile antiviral -0.9%, SIAH1 antagonists 11%, human PMI inhibitors 3%, M17LAP inhibition 11% and XIAP antagonists -8.7%.
For NS(=O)(=O)c1ccc(N2N=C(c3ccccc3)CC2c2cccc(F)c2)cc1 (stereo unspecified) the results were M1AAP inhibition 48µM*, CSM14.1 death rescue 0.0%, PhoP inhibition -7%, Yfh1-off respiration inactive, West Nile antiviral -1.1%, SIAH1 antagonists -4%, human PMI inhibitors 27%, M17LAP inhibition 7% and XIAP antagonists -5.2%.
For CCC(=O)c1c[nH]c(C(=O)NCCc2ccccn2)c1 the results were M1AAP inhibition 1%, CSM14.1 death rescue -2.3%, PhoP inhibition 14%, Yfh1-off respiration inactive, West Nile antiviral 0.1%, SIAH1 antagonists 4%, human PMI inhibitors 5%, M17LAP inhibition 8% and XIAP antagonists -0.5%.
For C=CCN1C=C2C(=O)C(C)(OC(=O)CC)C(=O)C=C2C=C1CCCC (stereo unspecified) the results were M1AAP inhibition 20%, PhoP inhibition -6%, Yfh1-off respiration inactive, West Nile antiviral 0.7%, SIAH1 antagonists 3% and M17LAP inhibition 12%.
COC(=O)Nc1ccc(OCc2ccccc2)cc1 was read as M1AAP inhibition 8%, CSM14.1 death rescue 2.8%, PhoP inhibition -6%, Yfh1-off respiration inactive, West Nile antiviral -1.2%, SIAH1 antagonists -2%, human PMI inhibitors 18%, M17LAP inhibition -8% and XIAP antagonists -2.8%.
For O=C(OCCN1CCCC1)C1(c2ccccc2)CCCC1 the results were M1AAP inhibition 0%, CSM14.1 death rescue -4.3%, PhoP inhibition -10%, Yfh1-off respiration inactive, West Nile antiviral 0.0%, SIAH1 antagonists -3%, human PMI inhibitors -3%, M17LAP inhibition -6% and XIAP antagonists -5.7%.
`Cc1occc1C(=O)N/N=C/C=C\c1ccccc1[N+](=O)[O-]` gave M1AAP inhibition 12%, CSM14.1 death rescue 1.9%, PhoP inhibition -7%, Yfh1-off respiration inactive, West Nile antiviral -0.7%, SIAH1 antagonists 1%, human PMI inhibitors 4%, M17LAP inhibition 10% and XIAP antagonists -6.8%.
Cc1ccc(S(=O)(=O)NCc2ccc(C(=O)N3CCCC3)cc2)cc1 was read as M1AAP inhibition 0%, CSM14.1 death rescue -2.6%, PhoP inhibition 8%, Yfh1-off respiration inactive, West Nile antiviral -0.5%, SIAH1 antagonists -2%, human PMI inhibitors -2%, M17LAP inhibition 15% and XIAP antagonists -5.3%.
For CNC(=O)c1cc2cc(Cc3ccccc3Cl)ccc2oc1=O the results were M1AAP inhibition 3%, CSM14.1 death rescue 2.8%, PhoP inhibition -12%, Yfh1-off respiration inactive, West Nile antiviral 1.8%, SIAH1 antagonists 3%, human PMI inhibitors -1%, M17LAP inhibition -2% and XIAP antagonists -4.5%.
Screening O=C(Nc1ccc(S(=O)(=O)Nc2nccs2)cc1)c1cc(-c2ccncc2)nc2ccccc12 returned M1AAP inhibition 7%, PhoP inhibition -1%, Yfh1-off respiration inactive, West Nile antiviral 0.1%, SIAH1 antagonists 45% and M17LAP inhibition 0%.
Screening COc1ccc(Br)c(C(=O)Nn2c(C)nc3ccccc3c2=O)c1 returned M1AAP inhibition -1%, CSM14.1 death rescue 2.9%, PhoP inhibition -11%, Yfh1-off respiration inactive, West Nile antiviral 0.3%, SIAH1 antagonists 0%, human PMI inhibitors 0%, M17LAP inhibition 6% and XIAP antagonists -1.6%.
`COc1cccc(-c2csc(NC(C)=O)n2)c1` gave M1AAP inhibition 0%, CSM14.1 death rescue -3.2%, PhoP inhibition 3%, Yfh1-off respiration inactive, West Nile antiviral 0.6%, SIAH1 antagonists 0%, human PMI inhibitors 17%, M17LAP inhibition -2% and XIAP antagonists -6.5%.
For COc1ccccc1-n1cnc2cc(C(=O)NC3CCCC3)ccc21 the results were M1AAP inhibition -3%, CSM14.1 death rescue 0.2%, PhoP inhibition 0%, Yfh1-off respiration inactive, West Nile antiviral 0.2%, SIAH1 antagonists 8%, human PMI inhibitors -11%, M17LAP inhibition 26% and XIAP antagonists 0.2%.
For CCCCCn1nnc2c(=O)oc3ccccc3c21 the results were M1AAP inhibition 4%, CSM14.1 death rescue -1.5%, PhoP inhibition 1%, Yfh1-off respiration inactive, West Nile antiviral 0.8%, SIAH1 antagonists 10%, human PMI inhibitors 0%, M17LAP inhibition 7% and XIAP antagonists -5.5%.
For Nc1ncnc2c1CCC2 the results were M1AAP inhibition -3%, CSM14.1 death rescue -1.0%, PhoP inhibition -9%, Yfh1-off respiration inactive, West Nile antiviral 0.3%, SIAH1 antagonists -3%, human PMI inhibitors 2%, M17LAP inhibition 0% and XIAP antagonists -2.7%.
Screening CCCCNC(=S)Nc1ccc2cn[nH]c2c1 returned M1AAP inhibition 2%, CSM14.1 death rescue 0.7%, PhoP inhibition 1%, Yfh1-off respiration inactive, West Nile antiviral -0.2%, SIAH1 antagonists 3%, human PMI inhibitors -4%, M17LAP inhibition 76µM* and XIAP antagonists -5.9%.
`Cc1noc(C)c1CSc1nc2ccccc2c(=O)n1-c1ccccc1` gave M1AAP inhibition -10%, CSM14.1 death rescue 2.1%, PhoP inhibition -2%, Yfh1-off respiration inactive, West Nile antiviral 1.6%, SIAH1 antagonists -2%, human PMI inhibitors 1%, M17LAP inhibition -4% and XIAP antagonists -8.3%.
For CCOc1ccc(NC(=S)NNC(=O)c2cc(Br)ccc2Cl)cc1 the results were M1AAP inhibition -13%, CSM14.1 death rescue -2.2%, PhoP inhibition -4%, Yfh1-off respiration inactive, West Nile antiviral -1.7%, SIAH1 antagonists -13%, human PMI inhibitors -26%, M17LAP inhibition -4% and XIAP antagonists -4.8%.
For COc1cc(/C=C(/NC(=O)c2ccccc2)C(=O)N2CCN(C)CC2)c([N+](=O)[O-])cc1OC the results were M1AAP inhibition -1%, CSM14.1 death rescue 6.1%, PhoP inhibition 20%, Yfh1-off respiration inactive, West Nile antiviral -0.3%, SIAH1 antagonists 2%, human PMI inhibitors 9%, M17LAP inhibition 18% and XIAP antagonists -1.0%.
For COc1ccc(NS(=O)(=O)c2ccc(N3CCOCC3)c(NC(=O)c3ccco3)c2)cc1 the results were M1AAP inhibition 6%, CSM14.1 death rescue -0.4%, PhoP inhibition -8%, Yfh1-off respiration inactive, West Nile antiviral -1.1%, SIAH1 antagonists -8%, human PMI inhibitors 7%, M17LAP inhibition 2% and XIAP antagonists -8.3%.
Screening COc1cc(OC)c2ccc(=O)oc2c1C(CC(=O)N1CCN(c2ccccc2)CC1)c1ccc2c(c1)OCO2 (stereo unspecified) returned M1AAP inhibition 4%, PhoP inhibition 5%, Yfh1-off respiration inactive, West Nile antiviral 0.5%, SIAH1 antagonists 9% and M17LAP inhibition 8%.
O=C(Nc1nnc(-c2ccccc2)s1)c1ccc(Cl)c(S(=O)(=O)N2CCOCC2)c1 was read as M1AAP inhibition 9%, CSM14.1 death rescue -2.1%, PhoP inhibition -10%, Yfh1-off respiration inactive, West Nile antiviral 0.2%, SIAH1 antagonists -4%, human PMI inhibitors -12%, M17LAP inhibition -3% and XIAP antagonists 3.6%.
`CC1(C)CNC(=O)c2sc(N3CCOCC3)nc2C1` gave M1AAP inhibition 5%, CSM14.1 death rescue -2.3%, PhoP inhibition -5%, Yfh1-off respiration inactive, West Nile antiviral 1.6%, SIAH1 antagonists 3%, human PMI inhibitors 8%, M17LAP inhibition -10% and XIAP antagonists -2.8%.
For CCC(C)Sc1nnc(-c2c[nH]c3ccccc23)n1CCOC (stereo unspecified) the results were M1AAP inhibition 2%, CSM14.1 death rescue -2.2%, PhoP inhibition -9%, Yfh1-off respiration inactive, West Nile antiviral -0.7%, SIAH1 antagonists 1%, human PMI inhibitors 2%, M17LAP inhibition 4% and XIAP antagonists -0.8%.
CC(=O)Nc1ccc(OC(=O)c2ccc(Cl)cc2)cc1 was read as M1AAP inhibition -3%, CSM14.1 death rescue -1.2%, PhoP inhibition -8%, Yfh1-off respiration inactive, West Nile antiviral 0.2%, SIAH1 antagonists 2%, human PMI inhibitors 4%, M17LAP inhibition -12% and XIAP antagonists -3.7%.
Screening CC1(C)NC(=O)N(CN2C(=O)NC(C)(C)C2=O)C1=O returned M1AAP inhibition 2%, CSM14.1 death rescue -2.4%, PhoP inhibition -4%, Yfh1-off respiration inactive, West Nile antiviral 0.5%, SIAH1 antagonists 1%, human PMI inhibitors -9%, M17LAP inhibition 7% and XIAP antagonists -5.4%.
Screening O=C(N/C(=C\c1ccc(-c2ccccc2)o1)C(=O)N1CCOCC1)c1ccccc1 returned M1AAP inhibition 21%, CSM14.1 death rescue 17%, PhoP inhibition 3%, Yfh1-off respiration inactive, West Nile antiviral 0.8%, SIAH1 antagonists 1%, human PMI inhibitors 6%, M17LAP inhibition 14% and XIAP antagonists -1.4%.
COc1ccc(C(=O)NNC(=O)c2cc3cc(OC)ccc3oc2=O)cc1 was read as M1AAP inhibition 6%, PhoP inhibition -15%, Yfh1-off respiration inactive, West Nile antiviral 0.1%, SIAH1 antagonists 12% and M17LAP inhibition 1%.
`COc1ccccc1N(C(C)=O)c1nc(C)cc(C)c1C#N` gave M1AAP inhibition 2%, CSM14.1 death rescue -2.4%, PhoP inhibition 1%, Yfh1-off respiration inactive, West Nile antiviral 0.0%, SIAH1 antagonists 0%, human PMI inhibitors 6%, M17LAP inhibition 2% and XIAP antagonists 0.5%.
For O=C(c1ccccc1)N(C1=NCCCCS1)c1ccccc1 the results were M1AAP inhibition 11%, CSM14.1 death rescue -1.7%, PhoP inhibition -15%, Yfh1-off respiration inactive, West Nile antiviral -0.7%, SIAH1 antagonists -3%, human PMI inhibitors 6%, M17LAP inhibition 7% and XIAP antagonists -5.9%.
